Screening data (PubChem BioAssay)
Mito fusion act = blocks mitochondrial division or promotes mitochondrial fusion; 0.23% of 320,000 active; Potency, µM (series often up to 46.1 µM), for inactives: at the highest dose growth rescue (activation), actives largely listed as activators; S. cerevisiae fusion-defective mutant growth rescue, CellTiterGlo 48 h;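 further: potency means the concentration at half of the fitted maximal effect; % of control where 0% means no effect; nearly all actives have a fitted effect of over 45% in size; temperature-sensitive fusion mutants such as fzo1-1 at 37 °C on non-fermentable ethanol glycerol medium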
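Luminescent cell viability in 1536-well qHTS format served as the measure of rescued growth in ts fusion-mutant S. cerevisiae cultured on non-fermentable YPEG for 48 hours at 37C.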
ASM inhibitor = blocks human secretory acid sphingomyelinase; placental ASM, HMU-PC fluorogenic substrate, 60 min; Potency, µM (highest dose often 57.5 µM), inactives show at the highest dose activity change, negative = inhibition, most hits filed as inhibitors; 0.006% of 340,000 active; AID 504937; further: potency means the concentration at half of the fitted maximal effect
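qHTS format. ASM enzyme prepared from human placenta hydrolyses the fluorogenic substrate HMU-PC0 (9 uM final) over 60 min at 37 °C after a 10 min compound preincubation.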
GALK inh = inhibitors of human galactokinase; Purified GALK, Kinase-Glo residual ATP luminescence; P51570; 0.007% of 270,000 active; Potency, µM (series often up to 57.5 µM), for the others: at the highest dose activity change, negative = inhibition, usual class: inhibitors; further: potency means the concentration at half of the fitted maximal effect; on the % scale 0 is the no-effect control and ±100 the full control effect
Target sequence (P51570 whole entry, looked up): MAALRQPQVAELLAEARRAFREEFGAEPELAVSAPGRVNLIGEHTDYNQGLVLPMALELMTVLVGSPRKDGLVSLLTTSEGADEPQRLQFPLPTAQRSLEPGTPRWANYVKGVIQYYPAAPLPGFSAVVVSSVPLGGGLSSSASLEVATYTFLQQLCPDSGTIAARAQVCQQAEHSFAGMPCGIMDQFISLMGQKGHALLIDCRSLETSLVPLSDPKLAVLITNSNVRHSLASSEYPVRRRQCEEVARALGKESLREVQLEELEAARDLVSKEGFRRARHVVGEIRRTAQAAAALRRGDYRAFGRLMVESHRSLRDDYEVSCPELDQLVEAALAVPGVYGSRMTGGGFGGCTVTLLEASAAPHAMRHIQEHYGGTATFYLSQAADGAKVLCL
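5 nM enzyme, 35 uM ATP, 100 uM galactose, 20 mM HEPES pH8.0, 5 mM MgCl2; 1 h RT; residual ATP by Kinase-Glo Plus luminescence, qHTS format.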
MBNL1-CUG inh = inhibitors of human MBNL1 binding to CUG repeat RNA; Q9NR56; Potency, µM (doses to about 57.5 µM), inactives show at the highest dose activity change, negative = inhibition, usual class: inhibitors; 0.036% of 280,000 active; TR-FRET MBNL1-His/biotin-(CUG)12 binding, 665/545 ratio; active means well fitted inhibition curve with a large enough effect in the signal ratio, with a control signal flat, not every such curve was filed as active; inconclusive means small, poorly fitted or top-dose-only effect, or effect the other way, or a change in a side signal; inactive means no such curve, though single readings can be large or run the other way; the % refers to the signal ratio; further: potency means the concentration at half of the fitted maximal effect; on the % scale 0 is the no-effect control and ±100 the full control effect
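Ratiometric TR-FRET (665 over 545 nm, excitation 340 nm) tracks disruption of MBNL1-His/biotin-(CUG)12 complex after 60 min at room temperature, with compounds at 92 nM to 58 uM final.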
Chronic BCR inh = chronic active BCR signaling inhibition. ABC-DLBCL IkBa-CBG/CBR reporter, luminescence ratio, 4 h. AID 493014. Potency, µM (top dose mostly 46.1 µM), for inactives: at the top dose ratio change, negative = lower green/red ratio, actives largely listed as inhibitors. 0.05% of 340,000 active; active means well fitted inhibition curve with a large enough effect in the signal ratio, with a control signal flat, not every such curve was filed as active; inconclusive means small, poorly fitted or top-dose-only effect, or effect the other way, or a change in a side signal; the % refers to the signal ratio;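 further: potency means the concentration at half of the fitted maximal effect; plate controls were basal doxycycline-induced cells for no effect and cells given 10 µM MG132 for full effect; MG132 reads +100%, hits lower the ratio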
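Compounds up to 46 uM were incubated four hours with TMD8 cells whose green CBG68 luciferase is fused to IkappaBalpha; red CBR luminescence normalised the signal, and concentration-effect curves were fitted to fusion, red and ratio data.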
USP2a inh = blocks human ubiquitin-specific protease USP2a. Potency, µM (titrated, usually from 38.3 µM), inactives show at the top dose activity change, negative = inhibition, actives largely listed as inhibitors. USP2 core, Ub-CHOP2 coupled fluorogenic reporter, 485/531. O75604. AID 463254. 0.01% of 330,000 active;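 further: potency means the concentration at half of the fitted maximal effect; plate controls were DMSO wells for no effect and full inhibition by NEM control for full effect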
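Deubiquitinase activity read as fluorescence (485/531 nm) after Ub-CHOP2 cleavage activates the enterokinase reporter on its substrate; USP2 core 10nM, Ub-CHOP2 and substrate 25nM each, 30min compound preincubation then 60min RT; data normalized to NEM, curves fitted.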
hERG WT inh = KCNH2 (human, wildtype) channel inhibition | AID 720551 | 0.37% of 340,000 active | activity change, % at 1.84 µM | U2OS, BacMam KCNH2, thallium flux FluxOr; active compounds read low;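 active means maximum activity change below -70%; inconclusive means maximum activity change between -70% and -50%; inactive means maximum activity change above -50%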; further: on the % scale 0 is the no-effect control and ±100 the full control effect
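U2OS cells were transduced with wild-type KCNH2 virus (2.03 x 10^8 / mL) for 4 h at room temperature, then cultured overnight at 37 C. Thallium flux was read with FluxOr dye. Rate constants were normalized to DMSO controls.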
Eya2 phos inh = blocks the phosphatase activity of human Eya2; O00167; recombinant Eya2, OMFP fluorescence dephosphorylation (OMFP is methylfluorescein phosphate); Potency, µM (top dose mostly 76.9 µM), without a hit: top-dose activity, negative = inhibition, hits mostly inhibitors; 0.006% of 330,000 active; further: potency means the concentration at half of the fitted maximal effect; on the % scale 0 is the no-effect control and ±100 the full control effect
Target sequence (O00167 whole entry, looked up): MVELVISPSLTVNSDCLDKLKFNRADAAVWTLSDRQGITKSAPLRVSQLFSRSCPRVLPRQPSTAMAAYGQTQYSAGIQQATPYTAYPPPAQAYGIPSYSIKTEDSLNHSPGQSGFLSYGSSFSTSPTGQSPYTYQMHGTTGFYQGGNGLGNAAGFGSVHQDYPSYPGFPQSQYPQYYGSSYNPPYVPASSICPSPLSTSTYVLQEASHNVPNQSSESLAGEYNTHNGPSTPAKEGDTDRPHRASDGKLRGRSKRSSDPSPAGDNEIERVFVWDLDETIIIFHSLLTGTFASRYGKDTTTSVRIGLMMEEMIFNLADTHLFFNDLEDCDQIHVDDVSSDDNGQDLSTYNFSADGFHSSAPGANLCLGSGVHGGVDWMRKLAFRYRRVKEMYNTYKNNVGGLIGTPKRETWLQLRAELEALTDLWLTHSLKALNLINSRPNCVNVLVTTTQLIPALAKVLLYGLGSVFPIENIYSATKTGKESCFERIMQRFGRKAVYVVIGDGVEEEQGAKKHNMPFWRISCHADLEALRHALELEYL
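Eya2 protein (added as 0.2 uM solution) was preincubated with compound for 10 min at ambient temperature in 50 mM HEPES pH 7.5, 50 mM NaCl, 5 uM MgCl2, 0.05% BSA, 1 mM DTT. OMFP (added at 50 uM) then reacted 10 min; fluorescence read at 485/525 nm.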
TSHR antagonist = human thyrotropin receptor antagonism | P16473 | TSHR-expressing cells, TSH-stimulated cAMP HTRF, 2 h; active compounds read low | activity change, negative = inhibition, % at 11.5 µM | 0.2% of 330,000 active;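 active means activity change below a set negative limit, meaning inhibition stronger than a set level, cut at about -70% in these data; inconclusive means activity change between two set negative limits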; further: on the % scale 0 is the no-effect control and ±100 the full control effect
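TSHR-expressing cells were treated with compounds, then stimulated with TSH at EC80 (4nM final) for 2 hours at 37 deg C. Cellular cAMP was measured by HTRF competition between lysate cAMP and cAMP-d2 for a cryptate-labelled anti-cAMP antibody.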
PKM2 act = PKM2 (human) enzyme activation; P14618; purified PKM2, Kinase-Glo ATP luminescence, activation; response scale: 0% is enzyme alone, no compound; 0.34% of 260,000 active; AID 1631; Potency, µM (series often up to 57.5 µM), without a hit: top-dose activation, actives largely listed as activators; further: potency means the concentration at half of the fitted maximal effect; on the % scale 0 is the no-effect control and ±100 the full control effect; nearly all actives have a fitted effect of over 55% in size
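Kinase-Glo luminescence reports ATP generated from ADP (0.1 mM) and PEP (0.5 mM) by purified hPK-M2 after 1 h at room temperature, pH 7.2 imidazole buffer; intermediate enzyme activity allows detecting inhibitors and activators.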
Menin MLL FP TR = menin-MLL binding inhibition, Texas Red mutant peptide; O00255; Menin + Texas Red MLL mutant peptide, fluorescence polarization; Potency, µM (top dose mostly 61.6 µM), for the others: top-dose FP activity change, negative = inhibition, most hits filed as inhibitors; 0.23% of 270,000 active; AID 1768; active means well fitted inhibition curve with a large enough effect in the polarisation, with a control signal flat, not every such curve was filed as active; inconclusive means small, poorly fitted or top-dose-only effect, or effect the other way, or a change in a side signal; inactive means no such curve, though single readings can be large or run the other way; the % refers to the polarisation; further: potency means the concentration at half of the fitted maximal effect; % of control where 0% means no effect; many of its hits are not listed in these tables
* = called active by the depositor; ? = inconclusive; / = not tested or not shown; [ ] = remark or other dose. Unless noted, the call rests on the fitted dose curve; in most records, active means well fitted curve in the direction sought with a large enough effect; inconclusive means small, poorly fitted or top-dose-only effect, or another doubt; inactive means no such curve, though single readings can be large; an effect the other way counts as inactive or inconclusive.

The first 2 compounds, to show the layout:
SMILES | Mito fusion act | ASM inhibitor | GALK inh | MBNL1-CUG inh | Chronic BCR inh | USP2a inh | hERG WT inh | Eya2 phos inh | TSHR antagonist | PKM2 act | Menin MLL FP TR
CC(C)(C)C1CCC(C(=O)NCC(c2cccs2)N2CCOCC2)CC1 (stereo not drawn) | 9% | -1% | -1% | -2% | 5% | 2% | 9 | -9% | -17 | 7% | /
Cc1cc(C)c2c(=O)[nH]n(C3CC(C)N(C)CC3C)c2n1 (stereo not drawn) | 1% | 0% | 1% | -2% | ? | 2% | -1 | 2% | -6 | -2% | 23%

The whole of this part, repeating the preview:
SMILES | Mito fusion act | ASM inhibitor | GALK inh | MBNL1-CUG inh | Chronic BCR inh | USP2a inh | hERG WT inh | Eya2 phos inh | TSHR antagonist | PKM2 act | Menin MLL FP TR
CC(C)(C)C1CCC(C(=O)NCC(c2cccs2)N2CCOCC2)CC1 (stereo not drawn) | 9% | -1% | -1% | -2% | 5% | 2% | 9 | -9% | -17 | 7% | /
Cc1cc(C)c2c(=O)[nH]n(C3CC(C)N(C)CC3C)c2n1 (stereo not drawn) | 1% | 0% | 1% | -2% | ? | 2% | -1 | 2% | -6 | -2% | 23%
COCCN(CC(=O)Nc1cccc(C)c1C)C(=O)Cc1ccsc1 | / | -7% | / | / | 2% | 5% | 2 | 10% | / | / | /
C[N+]12CCCCC1[C@@H](CO)CCC2 (stereo partly drawn) | -2% | 1% | -3% | -8% | ? | 1% | -16 | 8% | 6 | 0% | /
CCC(=O)N1C(=O)C2(Nc3ccccc3N2)c2ccccc21 | -5% | / | 1% | 18% | -5% | 0% | / | -7% | -7 | 0% | -1%
CCN(CC)C(=O)CSc1nnc([C@@H](NC(=O)OC(C)(C)C)C(C)C)o1 | -1% | 1% | 0% | -8% | 1% | 0% | -5 | 2% | -2 | 0% | -11%
COC(=O)NC1c2ccccc2Oc2ccc(C)cc21 (stereo not drawn) | 4% | -2% | 0% | -1% | -11% | 7% | 0 | 7% | -9 | / | -22%
C=CCSc1nc2c(cnn2-c2ccc(C)c(C)c2)c(=O)[nH]1 | -2% | -1% | 3% | 7% | 2% | -1% | 18 | 9% | -7 | 4% | 0%
COCCNc1nc(C)cc(-c2cc(C(=O)NC3CCCC3)on2)n1 | 26% | 7% | 7% | -5% | ? | 0% | / | 4% | -4 | 5% | /
Cc1ccc(-n2ncc3c2CC(C)(C)CC3NC(=O)c2ccc[n+]([O-])c2)cc1 (stereo not drawn) | 0% | 0% | -3% | -2% | 1% | 0% | 8 | 3% | -10 | 0% | -11%

Some entries already given, reduced to Eya2 phos inh, MBNL1-CUG inh and GALK inh.
smiles,Eya2 phos inh,MBNL1-CUG inh,GALK inh
C[N+]12CCCCC1[C@@H](CO)CCC2 (stereo partly drawn),8%,-8%,-3%
C=CCSc1nc2c(cnn2-c2ccc(C)c(C)c2)c(=O)[nH]1,9%,7%,3%

Next section
SMILES | Mito fusion act | ASM inhibitor | GALK inh | MBNL1-CUG inh | Chronic BCR inh | USP2a inh | hERG WT inh | Eya2 phos inh | TSHR antagonist | PKM2 act | Menin MLL FP TR
COc1cccc(NC(=O)c2c(F)cccc2F)c1 | -3% | 2% | / | / | ? | 0% | -1 | 11% | -12 | / | /
Cn1cnnc1SCC(=O)Nc1ccccc1 | -1% | 3% | -1% | 0% | 0% | 2% | -4 | -9% | -1 | -5% | -1%
CCn1c(=O)c2cc(C(=O)N3CCN(C)CC3)sc2c2ccccc21 | -4% | -3% | 0% | 13% | -2% | 0% | 5 | 8% | 3 | -3% | 0%
CN(Cc1c(C(=O)N2CCCCCCC2)nc2ccc(Cl)cn12)C1CCOC1 (stereo not drawn) | 3% | 5% | -4% | 3% | 2% | 1% | -5 | -3% | 1 | -5% | /
CC(=O)Nc1c(C(=O)N2CCOCC2)sc2nc3c(cc12)COC(C)(C)C3 | -7% | 1% | 3% | -4% | 4% | 1% | -35 | 6% | 6 | -1% | -2%
CC(CN1CCOCC1)OC(=O)c1cccs1 (stereo not drawn) | 14% | -1% | 0% | -8% | ? | 3% | -1 | -1% | 15 | -4% | /
Cc1cccc(C(=O)N[C@H](C(=O)NCc2cccs2)C(C)C)c1 | / | 3% | / | / | -2% | -1% | -18 | -13% | -1 | / | /
COc1ccc(OC)c(NC(=O)C2C3CC4OC(=O)C2C4C3)c1 (stereo not drawn) | -1% | 7% | -3% | 5% | -6% | 5% | -1 | -1% | 9 | -7% | -3%
Cc1ccc([C@@H]2CC=C(C(=O)O)[C@H](c3ccc(F)cc3)N2S(=O)(=O)c2ccc(C)cc2)cc1 | 1% | -2% | / | / | 4% | 0% | 2 | -15% | -1 | / | /
COC(=O)c1ccc(S(=O)(=O)NCc2ccc(OC)cc2)n1C | -3% | 4% | 1% | -6% | 24% | 1% | -3 | 0% | -3 | -13% | /
C=CCn1c(O)c(N=NC(=O)OCC)c2ccccc21 | 2% | -1% | / | ? | 0% | 2% | -4 | 4% | -1 | 0% | -5%
COc1ccccc1NC(=O)Cc1noc(CSc2nnc(N)s2)n1 | -2% | 3% | 1% | -2% | -12% | -6% | -11 | 7% | 62 | 0% | /
Cn1c(=O)c(=O)n(C)c2cc(S(=O)(=O)NCc3ccc(Cl)cc3)ccc21 | 2% | -1% | -1% | -8% | -4% | 1% | / | -5% | 7 | 28% | -8%
O=C(COC(=O)c1cc(S(=O)(=O)N2CCOCC2)ccc1Cl)NCc1ccc2c(c1)OCO2 | 0% | -1% | / | / | -3% | 0% | 6 | -5% | -5 | / | /
O=C(Nc1ccc(Cl)cc1C(F)(F)F)C(Sc1cccc[n+]1[O-])c1ccccc1 (stereo not drawn) | 0% | -3% | 3% | -1% | ? | 2% | 30 | 2% | 5 | -6% | 8%
O=C(O)CSc1cc(NS(=O)(=O)c2ccc(Br)cc2)c2ccccc2c1O | -42%[inhibitor] | ? | -5% | ? | ? | -2% | 10 | 10% | 7 | / | /
COc1ccc(-c2noc(=O)n2Cc2ccc(F)cc2Cl)cc1 | 18% | 0% | / | -5% | -1% | -9% | 11 | -8% | 17 | / | -12%
COc1cccc(OCC(=O)NNC(=O)c2ccc3ccccc3c2)c1 | 1% | 1% | -3% | 0% | 2% | -2% | 6 | -8% | -3 | -9% | /
COc1ccc(CC(=O)N2N=C(C)CC2(O)C(F)(F)F)cc1 (stereo not drawn) | -2% | -2% | 2% | / | -1% | 2% | 3 | -13% | 14 | -8% | 8%
COc1ccc(CCNC(=O)C2CCN(C(=O)c3ccc(OC)c(OC)c3)CC2)cc1 | 1% | 12% | 1% | 0% | 0% | 2% | -2 | ? | 1 | / | 0%
O=C(NCc1ccccc1)c1cc2ccccc2o1 | ? | 0% | -2% | -5% | ? | -1% | -8 | -6% | 6 | -3% | /
OCC#CCSc1nnc(-c2ccc(Br)cc2)o1 | 8% | 3% | 3% | -2% | 0% | 0% | 7 | -18% | -11 | 9% | -14%
Cc1cc(/C=N/NC(=O)c2ccncc2)c(C)n1-c1ccccc1 | -2% | -4% | 0% | 8% | -5% | 4% | 1 | -3% | -5 | -4% | 9%
Cc1nnc(Sc2c(N)n(C)c(=O)[nH]c2=O)s1 | 0% | -2% | -1% | 4% | -4% | -1% | -10 | -12% | -3 | 0% | -17%
CC(C)(C)Nc1nc(Cl)nc(NC2CCCCC2)n1 | 0% | 4% | -3% | -3% | 1% | 2% | -6 | 5% | 6 | 1%[11.5 µM] | -22%

Not all compounds are listed; rates above refer to the full screens.
